Screening data from PubChem BioAssay.
MT stabilize HCS: microtubule stabilizers in HeLa cells; actives 0.83% (n = 200,000); HeLa tubulin immunostaining HCS, 24 h; share of cells brighter than vehicle mean+2SD; % tubulin-high responders, % at 10 µM;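 active = plate Z-score above 3 for both tubulin-high and condensed-nucleus cell shares, with cell loss under 80%, at 10 µM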;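 also: anti alpha tubulin signal scored within the nucleus-defined area of each cell; some results filed as inactive read as strong as hits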
Dynein cargo inh: dynein cargo transport inhibition; 3617.4 mouse cells, GR-EGFP nuclear translocation imaging; test concentration mostly 20 µM; stimulated with dexamethasone, 1 µM; hits give low values; z-score, hits read low; actives 0.47% (n = 220,000);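 active = plate z-score of nuclear minus cytoplasmic receptor signal below a set negative limit, without overly bright fluorescence or cell loss, cut at about -3.5 in these data, passing the limit was not always enough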;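 also: z-score of nuclear minus cytoplasmic ring GR-EGFP intensity difference per well; some compounds called inactive have numbers as strong as hits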
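Buffer or medium: tet-free medium with charcoal-stripped serum / Also added: dexamethasone agonist, 1.0 µM final, for 30 min / Timing: induction 48 h, compound 1 h, agonist 30 min / Measured by: high-content fluorescence imaging after fixation / Read-out: nuclear-to-cytoplasmic GR-EGFP distribution per well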
b-catenin transl: beta-catenin nuclear translocation modulation; HeLa beta-catenin nuclear translocation, immunofluorescence imaging; nuclear translocation activity, % at 5 µM; actives 0.3% (n = 190,000); AID 1665;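 active = nuclear translocation activity above 50% at 5 µM, with a well cell count of 50 or more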;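 also: per-cell ratio of nuclear to cytoplasmic median beta-catenin stain intensity; plate controls were DMSO negative control for no effect and GSK-3 inhibitor IX positive control for full effect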
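Assay system: human HeLa cells, native beta-catenin; doses: 5 µM primary, 0.02–20 µM confirmation; incubation: compound treatment 24 h, 37°C, 5% CO2; technique: fluorescence imaging of beta-catenin antibody stain plus DAPI; measure: % activation, nuclear-to-cytoplasmic median beta-catenin signal ratio per cell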
Yfh1-off respiration: enhancers of respiration in Yfh1-depleted yeast, dose response, Friedreich's ataxia, plus single-dose screen (AID 1465) | S. cerevisiae Yfh1-off respiration, WST-1 reduction, 72 h; higher fold induction means a stronger effect | fold induction at 50 µM, or EC50 in µM where a hit was titrated | actives 0.074% (n = 220,000);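 active = fold induction of absorbance versus untreated yeast above a set limit, then at least 30% activation at any dose in follow-up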;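 also: activators that raise dye reduction in frataxin-depleted yeast; strong numbers were not always called active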
Ins promoter up: MIN6 insulin promoter up-regulation | MIN6 insulin promoter-GFP reporter, high-content imaging; hits give high values | z-score at 5 µM | actives 0.3% (n = 190,000) | AID 1625;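 active = z-score above 3 at 5 µM with at least 500 cells counted in the well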
WT yeast gro inh: growth inhibition of WT yeast, mitochondrial fusion screen. inhibition, % at 10 µM. mitochondrial fusion phenotypic screen, WT strain. AID 1362. actives 2.1% (n = 190,000); in the data active = inhibition above about 58%; tested in S. cerevisiae
PMI inhibition: human PMI inhibitors, high substrate, primary screen, biochemical, fluorescence intensity, high mannose 6-phosphate (AID 1220); recombinant PMI enzyme, coupled fluorescence intensity; higher % means a stronger effect; inhibition, % at 20 µM; hits with a dose series show IC50 in µM; actives 0.66% (n = 190,000)
human PMI inhibition: MPI enzyme activity inhibition – biochemical, fluorescence intensity, coupled assay, primary screen (AID 1209); inhibition, % at 20 µM, or IC50 in µM where a hit was titrated; actives 0.42% (n = 190,000); purified PMI enzyme, coupled fluorescence intensity; higher % means a stronger effect;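 also: plate controls were DMSO vehicle for no effect and wells lacking substrate for full effect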
Autophagy mod: autophagy modulation, high-content screen; MEF GFP-LC3 puncta imaging; test concentration mostly 10 µM; calls only at 10 µM (by protocol); actives 0.98% (n = 190,000);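 active = percentage of spot-positive cells more than 3 SD above its plate mean, without a fluorescence outlier flag or 80% toxicity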;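 also: spot-positive cell cutoff set from DMSO-treated cells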
WT yeast gro inh mutant strain: second read-out of WT yeast gro inh, no call of its own (marks repeat the call); inhibition, %; mitochondrial fusion phenotypic screen, mutant strain inhibition
Dynein cargo inh cytoplasmic EGFP: recorded beside Dynein cargo inh, whose call it bears; z-score; measured here: cytoplasmic GR-EGFP intensity; hits give high values
Dynein cargo inh nuclear GR-EGFP: recorded beside Dynein cargo inh, whose call it bears; z-score; measured here: nuclear GR-EGFP intensity;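 lower value marks the stronger effect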
Dynein cargo inh cell count: further read-out of Dynein cargo inh, marked with its call; z-score; measured here: cell count per field
Ins promoter up cell count: second read-out of Ins promoter up, no call of its own (marks repeat the call); cell count; measured here: cytotoxicity, nuclei count;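 total cells summed across four imaged fields per well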
b-catenin transl cell count 5 µM: recorded beside b-catenin transl, whose call it bears; cell count; measured here: cell count, cytotoxicity flag
MT stabilize HCS Hoechst-high %: recorded beside MT stabilize HCS, whose call it bears; % Hoechst-high responders; measured here: nuclear condensation Hoechst responders;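 share of cells brighter than vehicle mean plus two SD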
MT stabilize HCS cytotoxicity %: second read-out of MT stabilize HCS, no call of its own (marks repeat the call); toxicity, %; measured here: cytotoxicity by cell density;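 0% = mean cell density of plate MIN control wells and 100% = no cells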
Autophagy mod cell loss 18 h: recorded beside Autophagy mod, whose call it bears; toxicity, %; measured here: cell loss, nuclei count;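 cell loss after 18 h compound exposure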
Starred values were filed as active, the others as inactive; i = inactive; . = no result given. Rule as the data show it, unless noted: active = inhibition above about 50%; inactive = the rest. Compounds were not picked by outcome. Share with any hit: about 5%.

SMILES	MT stabilize HCS	MT stabilize HCS Hoechst-high %	MT stabilize HCS cytotoxicity %	Dynein cargo inh	Dynein cargo inh cytoplasmic EGFP	Dynein cargo inh nuclear GR-EGFP	Dynein cargo inh cell count	b-catenin transl	b-catenin transl cell count 5 µM	Yfh1-off respiration	Ins promoter up	Ins promoter up cell count	WT yeast gro inh	WT yeast gro inh mutant strain	PMI inhibition	human PMI inhibition	Autophagy mod	Autophagy mod cell loss 18 h
Cc1ccccc1-c1nc(CN2CCC(C(=O)N3CCN(c4ccccn4)CC3)CC2)c(C)o1	5.5	4.2	4.8	-0.98	-0.049	-0.42	-1.1	.	.	i	-1	824	12	6	6%	-5%	i	7
O=C(O)CCN1C(=O)C2C3C=CC(C3)C2C1=O (stereo unspecified)	4.1	1.3	4.2	4	-0.22	3	-1.8	-1.1	1026	i	0.6	976	-29	-32	1%	9%	i	0
O=C1CC(c2ccc(F)cc2)Cc2nc(N3CCOCC3)ncc21 (stereo unspecified)	3.8	3.3	7.7	-0.26	-0.034	-0.067	1	1.3	949	i	1.1	1304	-3	-18	5%	14%	i	-3
O=C(CCS(=O)(=O)c1cc(Br)cc2c1N(C(=O)C1CC1)CC2)N1CCN(c2ccccn2)CC1	4.3	3.4	8.8	-0.076	1	0.39	0.13	-3.0	1053	i	1	1115	15	10	-12%	-23%	i	8
Cn1nnc2cc(C(=O)N3CCN(c4ccccc4)CC3)ccc21	4.0	2.1	7.6	-0.48	-0.22	0.1	-0.68	.	.	i	-1.4	1227	7	8	8%	12%	i	-6
C#Cc1ccc([C@H]2C=C(C(=O)Nc3ccccc3)O[C@@H](OCc3ccc(CO)cc3)C2)cc1	.	.	.	0.53	-0.8	0.4	-0.066	1.3	1281	i	-0.87	841	.	.	.	.	.	.
Cc1ccc(C2/C(=C(/O)c3ccc(Br)cc3)C(=O)C(=O)N2Cc2ccco2)o1 (stereo unspecified)	1.3	1.7	8.7	-0.83	0.12	-0.5	0.73	-2.6	1271	i	0.85	1478	7	-4	-25%	-31%	i	-1
CCCc1nn(C)c2c1C(c1ccncc1)C(C#N)=C(N)O2 (stereo unspecified)	3.5	2.1	2.7	-1.8	-0.15	-0.79	-0.069	-3.8	1004	i	-0.04	1274	-11	-1	-1%	-11%	i	6
O=C(CSc1ncn[nH]1)Nc1ncc(C(F)(F)F)cc1Cl	3.3	1.6	3.0	0.0091	-0.39	-0.59	0.96	0.4	1036	i	0.13	1306	20	-5	-16%	-12%	i	14
CC(=C\c1ccco1)/C=C1/SC(=S)N(CC(=O)O)C1=O	.	.	.	0.21	-0.24	0.19	0.33	-0.6	1385	i	2.2	986	.	.	.	.	.	.
COCCn1c(=NC(=O)CN2C(=O)CCC2=O)sc2cc(S(N)(=O)=O)ccc21	1.8	1.9	2.7	-0.43	-0.29	-0.54	0.28	-2.4	512	i	1.6	1380	-10	-19	-22%	-16%	i	7
CCn1c(=O)c(C(=O)Nc2ccccc2S(N)(=O)=O)c(O)c2ccccc21	2.0	2.4	12	-0.096	-0.22	-0.092	0.093	-0.6	1150	i	0.79	1140	23	10	-5%	-4%	i	-15
CCOc1cccc(OCCCNCCCOC)c1	2.0	2.1	6.7	0.057	-0.21	0.012	0.35	.	.	i	.	.	60*	-28*	-11%	1%	i	-6
CCn1c(SCC(=O)N2CCCc3ccccc32)nnc1-c1c[nH]c2ccccc12	3.1	1.1	7.0	-0.84	-0.23	-0.13	-0.31	-1.3	1192	i	-0.74	1263	-2	-9	9%	8%	i	10
COc1ccc(CC(=O)NC(C)c2nnc(SCC(=O)Nc3nc(C)cs3)n2C)cc1 (stereo unspecified)	3.9	2.4	7.0	0.29	-0.13	0.55	-0.91	.	.	i	1.2	1162	-11	-5	5%	12%	i	-3
COc1ccc(CC(NC(C)=O)C(=O)NC2CCN(c3nc(C)cc(C)c3C#N)CC2)cc1OC (stereo unspecified)	6.8	2.9	7.4	-0.41	-0.3	0.25	-0.039	0.1	1024	i	-0.03	1212	-7	3	4%	-8%	i	7
CC(C)c1ccc(OC(=O)NCCO)cc1	5.6	1.5	23	2.1	-0.13	1.3	-1.7	-6.0	1190	i	0.15	1392	-1	3	9%	7%	i	6
O=C(CSc1nnc(SCc2ccccc2)s1)N/N=C/c1ccc(C(=O)O)cc1	.	.	.	-0.21	-0.1	-0.073	-0.095	-0.2	1332	i	-0.04	1121	.	.	.	.	.	.
COC(=O)C(Cc1ccccc1)NC(=O)c1ccc(C)cc1 (stereo unspecified)	3.0	1.0	2.4	0.14	0.13	0.27	0.23	-2.6	641	i	.	.	-11	-10	6%	-9%	i	-33
CCN(CC)c1ccc(NC(=O)COc2ccccc2C#N)cc1S(=O)(=O)Nc1ccccc1OC	6.0	3.9	7.8	-0.35	-0.31	-0.57	0.52	0.0	461	i	0.42	1162	7	-16	-10%	-5%	i	-2

Three compounds already listed, sorted by the number in Dynein cargo inh cytoplasmic EGFP, falling.
SMILES | MT stabilize HCS Hoechst-high % | Dynein cargo inh | Dynein cargo inh cytoplasmic EGFP | Dynein cargo inh nuclear GR-EGFP | Dynein cargo inh cell count | WT yeast gro inh mutant strain | PMI inhibition | human PMI inhibition
CCn1c(=O)c(C(=O)Nc2ccccc2S(N)(=O)=O)c(O)c2ccccc21 | 2.4 | -0.096 | -0.22 | -0.092 | 0.093 | 10 | -5% | -4%
CC(=C\c1ccco1)/C=C1/SC(=S)N(CC(=O)O)C1=O | . | 0.21 | -0.24 | 0.19 | 0.33 | . | . | .
CCN(CC)c1ccc(NC(=O)COc2ccccc2C#N)cc1S(=O)(=O)Nc1ccccc1OC | 3.9 | -0.35 | -0.31 | -0.57 | 0.52 | -16 | -10% | -5%

(more compounds)
SMILES	MT stabilize HCS	MT stabilize HCS Hoechst-high %	MT stabilize HCS cytotoxicity %	Dynein cargo inh	Dynein cargo inh cytoplasmic EGFP	Dynein cargo inh nuclear GR-EGFP	Dynein cargo inh cell count	b-catenin transl	b-catenin transl cell count 5 µM	Yfh1-off respiration	Ins promoter up	Ins promoter up cell count	WT yeast gro inh	WT yeast gro inh mutant strain	PMI inhibition	human PMI inhibition	Autophagy mod	Autophagy mod cell loss 18 h
C=C[C@@](C)(O)CC[C@@H]1[C@@]2(C)CCCC(C)(C)[C@@H]2CC[C@@]1(C)O	1.1	0.9	2.2	0.62	-0.26	0.52	0.22	-1.1	1023	i	-0.57	1392	51	18	-1%	5%	i	2
CCCc1nc2ccccc2c(C(=O)O)c1CC	2.1	1.6	11	-0.3	-0.2	-0.33	-0.11	0.2	1271	.	0.7	1694	-11	2	1%	4%	i	-7
COc1ccc(OCC(=O)Nc2ccc(S(=O)(=O)Nc3cc(C)nc(C)n3)cc2)cc1	2.9	3.4	13	-0.42	-0.27	-0.25	-0.28	-4.1	837	i	3.1*	779*	12	18	-3%	-1%	i	12
O=C1NC(c2ccccn2)Nc2sc3c(c21)CCC3 (stereo unspecified)	3.8	2.6	11	-0.14	-0.077	0.51	-1.8	-4.0	899	i	-0.34	1492	-6	-1	16%	7%	i	1
COC(=O)CCC/C=C1\SC[C@@H](NC(=O)c2ccccc2)C1NC(C)=O (stereo partly specified)	2.2	3.2	3.9	0.19	0.18	-0.21	-1.2	-0.2	1009	i	-0.17	1241	-2	-18	4%	-9%	i	-7
CC(=O)c1cnc2scnn2c1=O	3.2	2.3	1.4	-0.58	-0.3	-0.31	0.82	-2.7	1081	i	0.51	1296	6	5	-8%	-13%	i	-32
CCOC(=O)N1C(=O)c2cc(OC)ccc2S1(=O)=O	2.2	1.2	4.3	-0.91	-0.15	-0.39	0.88	-2.5	1343	i	0.17	1480	0	1	6%	4%	i	58
Cc1ccc2c(CC(=O)Nc3cccc(S(=O)(=O)N4CCOCC4)c3)coc2c1	2.8	0.8	8.4	-0.053	-0.24	-0.38	0.87	-3.9	1143	i	-0.78	1593	14	7	8%	9%	i	17
CC(=O)Nc1ccc(S(=O)(=O)NC2=NCN(C)CN2)cc1	3.2	2.0	1.2	-0.35	-0.24	-0.42	0.93	-3.9	1161	i	-0.03	1619	10	-6	-7%	-6%	i	19
Cc1nc2ccc(C(=O)O)cc2[nH]1	1.9	1.5	4.9	-0.79	-0.15	-0.15	0.34	.	.	i	-0.7	1095	-8	-4	2%	2%	i	-5
COc1ccc(OC)c(S(=O)(=O)Nc2cc(Cl)cc(Cl)c2)c1	4.4	1.9	3.7	0.91	-0.22	0.4	0.33	-1.9	1177	i	.	.	-1	6	6%	2%	i	-3
O=C(/C=C/Nc1ccccc1F)c1ccc(Br)cc1	5.9	3.4	2.5	-0.34	-0.27	-0.3	0.66	-0.6	955	i	0.33	1277	-13	-5	4%	-6%	i	-6
CCOc1ccccc1NC(=O)C(Sc1ccccc1)c1ccccc1 (stereo unspecified)	2.7	1.5	5.0	-0.13	-0.21	-0.37	0.3	0.2	1406	i	0.2	1420	46	17	18%	20%	i	-16
Cc1ccc(-n2c(Cc3ccccc3)n[nH]c2=S)cc1	3.4	1.9	2.4	-1.6	-0.39	-0.55	0.91	-4.0	1388	i	0.05	1461	-2	11	4%	5%	i	5
OC1CCN(CC(O)C(F)(F)F)CC1 (stereo unspecified)	3.3	1.8	11	1.5	0.78	0.92	-1.7	-5.3	1047	i	0.18	1590	2	0	-14%	-11%	i	17
CC(=O)Cn1ncc(N2CCOCC2)cc1=O	1.4	2.4	7.9	-0.5	-0.27	0.38	-0.21	-3.1	940	i	1.4	1198	8	12	1%	-12%	i	-4
Cn1c(SCC(=O)Nc2cccnc2)nnc1-c1ccccc1F	3.7	2.5	8.2	-1	-0.21	-0.41	0.42	-0.6	1047	i	-0.55	1261	-5	-19	-18%	-19%	i	9
CCOc1cccc(NC(=O)/C(C#N)=C/c2cccnc2)c1	.	.	.	-0.0061	-0.083	0.82	-0.9	-0.8	1308	i	-0.41	1093	.	.	.	.	.	.
O=C(Oc1ccc(OC(=O)N2CCCCC2)cc1)c1ccccc1	3.0	2.3	7.1	-0.39	-0.22	-0.72	1.1	-1.1	1156	i	1	1770	-5	11	9%	6%	i	41
